Assay outcomes as filed in PubChem BioAssay.
HTR2A ag = activates the mouse 5-HT2A serotonin receptor | CHO-K1 mHTR2A beta-arrestin complementation, luminescence; percent of 30 µM serotonin response | activation, % at 7.6 µM | 0.66% of 360,000 active | AID 624169;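 active = activation above a run cutoff, the mean activation of all tested compounds plus 3 SD, cut at about 14% in these data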;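 also: 0% = plate median of compound wells and 100% = 30 µM serotonin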
Target sequence (P35363 whole entry, looked up): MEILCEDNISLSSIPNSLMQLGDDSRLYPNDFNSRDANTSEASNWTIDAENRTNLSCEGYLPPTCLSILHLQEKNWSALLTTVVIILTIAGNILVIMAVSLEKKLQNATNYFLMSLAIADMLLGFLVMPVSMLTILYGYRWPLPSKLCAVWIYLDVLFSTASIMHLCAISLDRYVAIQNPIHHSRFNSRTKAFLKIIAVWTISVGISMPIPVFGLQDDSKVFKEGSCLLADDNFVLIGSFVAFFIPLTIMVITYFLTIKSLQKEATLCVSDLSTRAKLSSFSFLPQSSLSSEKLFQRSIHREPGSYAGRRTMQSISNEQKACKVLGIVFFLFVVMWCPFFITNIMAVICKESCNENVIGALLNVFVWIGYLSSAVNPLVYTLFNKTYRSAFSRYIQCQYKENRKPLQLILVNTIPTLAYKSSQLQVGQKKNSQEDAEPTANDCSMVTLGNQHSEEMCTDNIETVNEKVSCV
Cardio protect = protects H9c2 cardiomyocytes from peroxide injury | AID 588492 | 0.63% of 360,000 active | H2O2 injury protection, ATPLite, 2 h | protection from H2O2 cell death, % at 20 µM;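 active = compounds giving at least 50% protection of heart cells from peroxide-induced death in the single-dose screen, raw or plate-pattern-corrected value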;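 also: 0% = DMSO wells with peroxide and 100% = DMSO wells without peroxide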
MC4R barr agon = agonists of human melanocortin 4 receptor (MC4R) beta-arrestin. 0.98% of 360,000 active. U2OS MC4R beta-arrestin complementation, luminescence; percent of melanotan II response, DMSO zero. P32245. activation, % at 8.9 µM;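 active = activation above a per-plate cutoff, the mean activation of sample wells on that plate plus 3 SD, cut at about 8% in these data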
aDG glyco act = increases alpha dystroglycan glycosylation | Pro5-aDG cells, alpha-DG glycosylation AlphaScreen (IIH6); 0% Pro5, 100% B10-LARGE cell signal | 0.22% of 360,000 active | activation, % at 10 µM;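 active = activation of at least 8% versus controls, or a plate z-score of at least 8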;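 also: Pro5 are CHO cells carrying HIG-tagged alpha-DG that lacks glycosylation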
Vif inh = HIV Vif inhibition; AID 602346; HEK293T cells, Vif self-association by quenched fluorescence, imaging, 24 h; inhibition, % at 7.49 µM; 0.35% of 340,000 active; in the data active = inhibition above about 50%, passing the limit was not always enough; also: some results filed as inactive read as strong as hits
ABCB6 inh MLPCN = human ABCB6 transporter inhibition; K562-ABCB6 porphyrin accumulation, flow cytometry, 1 h; active compounds read low; fluorescence ratio to DMSO, % at 10 µM; 0.19% of 360,000 active;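 active = fluorescence ratio to DMSO below 75%, the collection mean minus 3 SD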;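 also: signal is porphyrin accumulated inside mitochondria; 100% equals median channel fluorescence of DMSO control wells; lower ratio means ABCB6 inhibition with less porphyrin fluorescence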
PDI inh = PDI (human) enzyme inhibition | P07237 | PDI insulin aggregation turbidity, A650, 90 min | inhibition, % at 10 µM | 0.052% of 350,000 active;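 active = mean inhibition across replicates of 30% or more, whatever share of single replicates reach that level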;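 also: absorbance from insulin aggregation driven by PDI reduction with DTT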
Target sequence (P07237 whole entry, looked up): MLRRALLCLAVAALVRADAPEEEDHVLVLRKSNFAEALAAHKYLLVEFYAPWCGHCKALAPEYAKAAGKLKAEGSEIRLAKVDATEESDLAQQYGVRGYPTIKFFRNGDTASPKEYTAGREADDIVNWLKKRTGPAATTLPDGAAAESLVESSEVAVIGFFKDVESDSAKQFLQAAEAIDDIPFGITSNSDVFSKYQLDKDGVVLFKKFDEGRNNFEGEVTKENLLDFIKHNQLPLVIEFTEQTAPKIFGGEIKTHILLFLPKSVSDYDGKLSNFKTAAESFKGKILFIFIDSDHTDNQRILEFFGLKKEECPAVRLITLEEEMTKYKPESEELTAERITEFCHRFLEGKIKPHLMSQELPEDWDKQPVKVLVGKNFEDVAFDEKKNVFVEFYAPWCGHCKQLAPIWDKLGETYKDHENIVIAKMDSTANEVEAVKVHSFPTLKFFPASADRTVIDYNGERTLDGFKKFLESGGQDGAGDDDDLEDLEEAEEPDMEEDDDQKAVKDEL
MC4R antagonist = antagonists of human melanocortin 4 receptor (MC4R) | P32245 | MC4R-expressing cells, MTII-stimulated cAMP, LANCE TR-FRET | inhibition, % at 6.5 µM | 0.48% of 360,000 active;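 active = inhibition above its plate's cutoff, the mean of tested wells on that plate plus 3 SD, cut at about 29% in these data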;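 also: 0% = Melanotan II alone and 100% = Melanotan II plus saturating MCL0020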
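Material: U2OS-MC4R stable cell line | Reagent: Melanotan II challenge after compound preincubation | Doses: One concentration, 6.5 µM nominal | Incubation: 30-min compound preincubation, 1-h Melanotan II challenge, 1-h detection, room temperature | Signal: TR-FRET cAMP assay | Replicates: One well per compound, no replicates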
Glyco luc inh = blocks N-linked glycosylation in D54 reporter cells | reporter increase, % at 12.5 µM | D54 ERlucT glycosylation luciferase reporter, 24 h; percent of 100 nM tunicamycin response | 0.23% of 360,000 active;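 active = mean luciferase reporter signal, scaled so untreated is 0 and the glycosylation-blocking control 100, at or above a set limit in every replicate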;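 also: luciferase carries N-glycosylation sites so blocking glycosylation raises the light; 0% = median of neutral control wells and 100% = median of 100 nM tunicamycin wells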
CaV13 FRET inh = Disruptors of the CACNA1D IQ motif to Ca2+-dependent inactivation inhibitor domain association, primary screening, Förster resonance energy transfer in intact living …; 0.098% of 340,000 active; HEK cells, CFP/YFP FRET ICDI-IQ, plate reader, 10 min; percent FRET-ratio fall versus neutral wells; AID 743397; inhibition, % at 12.3 µM;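 active = mean replicate inhibition of at least 30% and at least 1% of replicates passing that level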;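 also: 0% = median of the neutral control wells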
An asterisk follows results filed as active; / = no result given.

Compound	HTR2A ag	Cardio protect	MC4R barr agon	aDG glyco act	Vif inh	ABCB6 inh MLPCN	PDI inh	MC4R antagonist	Glyco luc inh	CaV13 FRET inh
CCOc1cccc(C(=O)NC2=NCCS2)c1	6	-13	-1.1	0.1	0	102	2	2	-9	-20
COc1ccc(Cl)cc1C(=O)CSc1nc(N)cc(N)n1	1	7	-0.4	0.0	-5	95	-1	11	0	-5
O=C(CSc1nc2[nH]ncc2c(=O)n1-c1ccccc1Cl)N1CCCC1	5	1	-2.8	0.0	3	106	0	8	2	-5
CCN(Cc1ccccc1)c1ccc(N=Nc2nn(C)c(C)c2[N+](=O)[O-])cc1	-3	-7	-5.6	-0.5	-2	99	0	9	-3	-4
CCOc1c2ccc(C(=O)NCc3cc(C(F)(F)F)cc(C(F)(F)F)c3)cc2nn1C	-2	-7	0.9	-0.2	3	102	1	0	1	-11
NS(=O)(=O)c1ccc(NC(=S)Nc2nn(Cc3ccc(Cl)cc3Cl)cc2Cl)cc1	-1	-8	-0.8	0.3	1	102	3	8	0	-6
COc1ccc(C)cc1NC(=O)c1nnn(Cc2cccc(C(F)(F)F)c2)c1N	1	-9	3.0	1.0	-5	100	-5	-4	1	1
O=C(CN1CC(c2ccccc2)CC1=O)Nc1ccc2c(c1)OCO2 (configuration not stated)	2	-15	1.8	-0.2	16	105	/	0	0	-5
O=C([C@H]1O[C@@H](n2ccc(=O)[nH]c2=O)[C@H](O)[C@@H]1O)N1CCN(Cc2ccccn2)CC1	-3	/	/	0.1	/	94	/	/	/	-7
O=C(N=C1SC2CS(=O)(=O)CC2N1c1ccccc1)C1CCCCC1 (configuration not stated)	2	3	-1.9	0.0	4	94	11	-1	0	-7
CCOC(=O)C1=CCN(S(=O)(=O)c2ccc(F)cc2)C1c1cccc(F)c1 (configuration not stated)	14	1	/	0.2	/	97	/	/	1	-5
CCOC(=O)C1CCN(C2=NC(=O)/C(=C/c3ccc(O)cc3)S2)CC1	1	-2	-1.8	-0.2	7	94	3	-19	-1	-5

Random excerpt: 6 entries already listed
Compound	HTR2A ag	Cardio protect	MC4R barr agon	aDG glyco act	Vif inh	ABCB6 inh MLPCN	PDI inh	MC4R antagonist	Glyco luc inh	CaV13 FRET inh
CCN(Cc1ccccc1)c1ccc(N=Nc2nn(C)c(C)c2[N+](=O)[O-])cc1	-3	-7	-5.6	-0.5	-2	99	0	9	-3	-4
CCOc1c2ccc(C(=O)NCc3cc(C(F)(F)F)cc(C(F)(F)F)c3)cc2nn1C	-2	-7	0.9	-0.2	3	102	1	0	1	-11
O=C(N=C1SC2CS(=O)(=O)CC2N1c1ccccc1)C1CCCCC1 (configuration not stated)	2	3	-1.9	0.0	4	94	11	-1	0	-7
O=C(CN1CC(c2ccccc2)CC1=O)Nc1ccc2c(c1)OCO2 (configuration not stated)	2	-15	1.8	-0.2	16	105	/	0	0	-5
CCOC(=O)C1CCN(C2=NC(=O)/C(=C/c3ccc(O)cc3)S2)CC1	1	-2	-1.8	-0.2	7	94	3	-19	-1	-5
O=C([C@H]1O[C@@H](n2ccc(=O)[nH]c2=O)[C@H](O)[C@@H]1O)N1CCN(Cc2ccccn2)CC1	-3	/	/	0.1	/	94	/	/	/	-7

Next part:
Compound	HTR2A ag	Cardio protect	MC4R barr agon	aDG glyco act	Vif inh	ABCB6 inh MLPCN	PDI inh	MC4R antagonist	Glyco luc inh	CaV13 FRET inh
Cc1ccc(C(=O)NCC(=O)Nc2ccc(F)c(F)c2F)cc1	-5	-2	-2.1	0.1	1	101	0	10	2	-4
CCN1CCc2nc(NC(=O)c3ccccc3)sc2C1	2	3	0.0	-0.3	0	101	0	6	-22	-3
COc1cc(CNc2ncnc3c2ncn3[C@H]2CN(CCN3CCOCC3)C[C@@H](CO)O2)cc(OC)c1OC	8	4	2.8	-0.1	70*	96	-73	1	1	-9
O=[N+]([O-])/C(C(Cl)=C(Cl)Cl)=C(/NC1CC1)Sc1ccccc1	-4	8	-3.2	-0.6	9	96	-1	22	1	6
O=C(Nc1cccc(C(F)(F)F)c1)C(Sc1cccc[n+]1[O-])c1ccccc1 (configuration not stated)	4	3	-1.3	-0.1	8	96	6	9	2	-4
Cc1ccccc1SCC(=O)OCC(=O)NCc1ccccc1	0	1	-2.2	-0.1	-7	101	0	-2	0	-9
CCCc1cc(=O)[nH]c(SCCN2C(=O)c3ccccc3C2=O)n1	4	5	-0.3	0.0	1	97	-1	20	0	-5
Cc1ccc2cc(/C=N/NC(=O)[C@H]3C[C@@H]3c3ccccc3)c(Cl)nc2c1	-4	-3	24*	0.3	-5	100	-1	7	-2	-3
Cc1noc(C)c1CSCC(=O)OCC(=O)N1CC(=O)Nc2ccccc21	0	2	-2.3	0.0	10	88	-6	0	2	-6
O=c1[nH]c(O)c(C=Nc2ccc(Cl)cc2Cl)c(=O)[nH]1	-2	-4	-1.1	0.0	1	99	6	-1	2	-18
Cc1[nH]c2ccccc2c1C(=O)C(C)OC(=O)c1ccccc1NCCO (configuration not stated)	0	1	-3.7	1.6	-10	93	-2	-9	-2	-6
Cc1cc(SCc2ccc(C(F)(F)F)cc2)nc(=O)[nH]1	-8	-2	-0.3	0.0	-1	103	1	11	0	-2
Nc1nc(N)nc(-c2cc(O)ccc2O)n1	3	3	-2.1	0.1	-3	99	2	2	-7	-2
O=C(CSc1nnc(-c2cccc(S(=O)(=O)N3CCCCC3)c2)o1)NCCC1=CCCCC1	0	-13	1.2	-0.1	3	92	-12	2	-2	-8
Cc1ccc(C2CC2c2n[nH]c(=S)n2-c2ccc(C)cc2)cc1 (configuration not stated)	-3	-2	-2.6	0.0	-5	77	10	3	-1	-7
O=C(COC(=O)c1nc(-c2ccccc2)n(-c2cccc(C(F)(F)F)c2)n1)NCc1cccs1	-1	-17	-1.1	-0.1	-3	92	0	14	0	-6
COc1ccc(NC(=O)C2C3C=CC(C3)C2C(=O)NCc2ccccn2)c(OC)c1 (configuration not stated)	-1	-1	-2.7	0.0	-4	97	3	17	3	-5
O=C(NCC1CC1)Nc1ccccc1F	3	-1	-1.3	-0.1	-6	97	0	5	3	-12
Cc1cccc(CCNC(=O)Cn2ncc3c([nH]c4ccc(C)cc43)c2=O)c1	0	0	3.3	-0.2	9	97	-9	-2	-1	-7
Cc1ccccc1N1CCN(Cc2ccc(Br)o2)CC1	-4	-4	1.2	0.1	-3	93	-3	0	-1	-2
Cn1cnc2c1c(=O)n(Cc1cccc(Br)c1)c(=O)n2C	-4	8	-1.4	3.5	33	95	-1	-12	-1	-5
CCOc1ccc(C(=O)NC(=S)Nc2cccc(S(=O)(=O)NC3=NCCC3)c2)cc1	-4	-4	-2.6	0.1	8	109	-3	-15	20	-2
Cc1ccc(C(=O)NCCSc2snnc2C)cc1	-5	-4	-2.5	0.2	0	85	-2	7	0	/
CCCCNC(=O)C1(C)CCCCN1C(=O)c1cccc(OC(F)(F)F)c1 (configuration not stated)	11	2	-2.2	0.2	-14	89	-10	-2	-2	-6
OCC1(CCOc2ccccc2)CCN(Cc2ccncc2)CC1	0	4	0.5	-0.1	-1	91	-2	9	1	-20
CC1CCCC(NC(=O)c2ccc(CNc3c(N4CCCC4)c(=O)c3=O)cc2)C1C (configuration not stated)	-6	-7	-0.7	0.1	-5	88	9	5	0	-6
Cc1ccc(/C=C2\SC(=O)N(CCC(=O)N3CCN(C)CC3)C2=O)cc1	-4	-9	-1.4	0.2	-5	84	-19	-4	2	-7
CC/C(=N\NC(=O)c1ccc(N2CCCC2=O)cc1)c1ccccc1	1	-3	-1.5	0.1	-5	101	5	14	1	-7
Cc1cc(C)nc(Nc2nc3ccccc3o2)n1	-1	2	-0.3	0.1	-7	100	-1	2	-1	-20
CCOc1ccc2[nH]c(=O)c(CN(CCN3CCOCC3)Cc3nnnn3C(C)(C)CC)cc2c1	-3	41	-1.7	-0.1	12	96	12	18	-2	-9
Cc1cc(C)n(-c2ccc(C(=O)Nc3ccc4c(c3)OCO4)cc2)n1	-2	-12	-3.5	-0.1	-9	103	-14	6	-3	-5
O=C(CCN1C(=O)/C(=C\c2cccs2)SC1=S)Nc1ccc(C(=O)O)cc1	-3	5	-0.8	-0.2	/	94	-3	4	-1	-3
Cc1ccc(S(=O)(=O)N2CCC(C(=O)OCC(=O)N(C)C3CCS(=O)(=O)C3)CC2)cc1C (configuration not stated)	0	4	-0.5	0.1	-14	101	-8	3	-1	-4
CCOc1ccc(CCNC(=O)c2cc3sc(Cl)cc3n2C)cc1OCC	2	-4	-0.8	-0.2	8	95	-3	-1	2	-4
COc1ccccc1NC(=O)Nc1nc(CC(=O)Nc2cc(F)ccc2F)cs1	-3	4	-0.6	0.1	2	96	10	2	-1	-6
CCN1CCN(C(=O)C(C)Sc2nc3nc(C)cc(C)n3n2)CC1 (configuration not stated)	-4	-1	0.3	-0.2	11	97	-1	6	2	-7

No new results follow: an excerpt of the list.
Compound	HTR2A ag	Cardio protect	MC4R barr agon	aDG glyco act	Vif inh	ABCB6 inh MLPCN	PDI inh	MC4R antagonist	Glyco luc inh	CaV13 FRET inh
Cn1cnc2c1c(=O)n(Cc1cccc(Br)c1)c(=O)n2C	-4	8	-1.4	3.5	33	95	-1	-12	-1	-5
CCOc1ccc(C(=O)NC(=S)Nc2cccc(S(=O)(=O)NC3=NCCC3)c2)cc1	-4	-4	-2.6	0.1	8	109	-3	-15	20	-2
Cc1ccc(C(=O)NCCSc2snnc2C)cc1	-5	-4	-2.5	0.2	0	85	-2	7	0	/

More compounds follow:
Compound	HTR2A ag	Cardio protect	MC4R barr agon	aDG glyco act	Vif inh	ABCB6 inh MLPCN	PDI inh	MC4R antagonist	Glyco luc inh	CaV13 FRET inh
CCOc1ccc(OCCC(=O)N(CCC(C)C)c2c(N)n(Cc3ccccc3)c(=O)[nH]c2=O)cc1	6	2	-0.6	-0.2	3	99	2	-1	-1	-7
Cc1ccccc1S(=O)(=O)NCc1cccnc1	3	-3	-1.6	0.2	-3	106	-139	20	2	-5
CCOC(=O)c1ccc(N2C(=O)CC(NC3CCN(C(=O)c4ccc(F)cc4)CC3)C2=O)cc1 (configuration not stated)	2	0	0.2	0.5	1	95	-10	15	1	-6
COc1ccccc1CCNC(=O)C1CCN(C(=O)/C=C/c2ccccc2)CC1	2	3	-1.9	0.0	-3	95	-6	1	1	-4
CCN(CCCNC(=O)CCNC(=O)Cn1cnc2ccccc2c1=O)c1ccccc1	-2	1	0.1	-0.1	-10	92	3	7	1	2
Cc1ccc(NC(=O)C(=O)NCC2CCN(C(=O)c3cccc([N+](=O)[O-])c3)CC2)cc1	0	-6	-1.9	1.7	-3	102	2	2	1	0
COc1cc(OC)cc(C(=O)NC(=S)Nc2ccc3oc(=O)ccc3c2)c1	6	-2	-2.0	-0.3	5	100	-10	5	2	-4
CCN(CC(=O)NC1CC1)S(=O)(=O)c1ccc(C)cc1	15*	3	0.4	-0.1	-7	97	4	-2	1	-3
